Screens deposited in PubChem BioAssay by The Scripps Research Institute Molecular Screening Center.
core106 dimerization – blockers of core106 self-association – biochemical, TR-FRET, triplicate, confirmation (AID 2152); inhibition, % at 5 µM; TR-FRET GST-/Flag-core106 dimerization, HTRF; hits give high values; actives 1% (n = 2,300);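 active = mean inhibition over three replicate wells above the hit threshold derived in the earlier primary screen, cut at about 45% in these data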;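 also: 0% = DMSO wells and 100% = unlabelled core106 competitor control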
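Test system: GST- and Flag-tagged HCV core106 peptides, dimerization via antibody TR-FRET | Medium: HEPES/KF buffer, pH 7.45 | Also added: Eu(K)-anti-GST plus XL665-anti-FLAG antibodies | Times: 4 h incubation, 22.5 °C | Signal: TR-FRET, excitation 340 nm, emission 671 and 617 nm | Evaluation: Percent inhibition from emission ratio | Replication: Triplicate wells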
Starred values were filed as active, the others as inactive.

SMILES	core106 dimerization
O=c1[nH]c(CN2CC=C(c3ccccc3)CC2)nc2cc(C(F)(F)F)ccc12	-6
O=C(Cn1ncc2c3ccccc3n(Cc3cccc(Cl)c3)c2c1=O)N1CCC2(CC1)OCCO2	-4

These rows are one share of the data; rates above refer to the full screens.
